Screening data deposited in PubChem BioAssay by National Center for Advancing Translational Sciences (NCATS).
Epigenetic derep: derepresses silenced GFP reporter in murine cells. murine LDR cells, GFP reporter derepression, 30 h. Potency, µM (doses to about 53.9 µM), for inactives: at the top dose GFP activation, most hits filed as activators. 280,000 compounds, 0.2% hits; note: potency is the fitted concentration of half-maximal effect; % of control where 0% means no effect; nearly all actives have a fitted effect of over 60% in size
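GFP-positive cell count by laser-scanning cytometry (objects 20–120 um) after 30 h, 37 C compound exposure of murine LDR cells; reporter is CMV-GFP integrated at a silenced locus, inducible by HDAC or DNMT inhibitors.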
CBFb RUNX1 block: inhibitors of human CBF-beta and RUNX1 interaction | AlphaScreen CBFb-His/RUNX1-biotin binding, biochemical | Potency, µM (titrated, usually from 59.8 µM), for inactives: at the top dose activity, negative = inhibition, usual class: inhibitors | 230,000 tested, under 10 active; note: % of control where 0% means no effect
Target sequence (Q01196 whole entry, looked up): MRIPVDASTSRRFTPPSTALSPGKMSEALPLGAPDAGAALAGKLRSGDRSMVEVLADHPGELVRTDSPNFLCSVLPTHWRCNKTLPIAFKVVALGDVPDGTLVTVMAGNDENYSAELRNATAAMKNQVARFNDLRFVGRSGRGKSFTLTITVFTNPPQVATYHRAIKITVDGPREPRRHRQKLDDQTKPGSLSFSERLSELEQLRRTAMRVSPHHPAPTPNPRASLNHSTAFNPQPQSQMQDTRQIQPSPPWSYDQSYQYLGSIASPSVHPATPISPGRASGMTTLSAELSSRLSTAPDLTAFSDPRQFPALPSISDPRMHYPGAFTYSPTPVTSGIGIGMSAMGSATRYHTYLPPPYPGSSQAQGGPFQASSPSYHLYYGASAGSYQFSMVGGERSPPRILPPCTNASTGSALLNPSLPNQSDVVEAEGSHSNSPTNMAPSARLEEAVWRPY
Target sequence (Q13951 whole entry, looked up): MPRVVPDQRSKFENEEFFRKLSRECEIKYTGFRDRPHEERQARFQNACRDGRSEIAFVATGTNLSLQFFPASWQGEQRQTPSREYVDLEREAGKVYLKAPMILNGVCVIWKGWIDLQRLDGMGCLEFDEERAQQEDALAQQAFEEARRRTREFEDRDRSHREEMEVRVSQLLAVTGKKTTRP
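Interaction loss through any mechanism counts as activity. Pre-formed complex of His-CBF-beta and biotin-RUNX1 (30 nM apiece) is incubated with compound 15 min, then with 50 ng nickel and 50 ng streptavidin beads for 90 min before AlphaScreen detection.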
L3MBTL1 inh: L3MBTL1 (human) inhibition | Potency, µM (top dose mostly 57.1 µM), for inactives: at the highest dose activity, negative = inhibition, usual class: inhibitors | AID 485360 | Q9Y468 | 230,000 compounds, 0.66% hits | AlphaScreen L3MBTL1–H3K9me1 peptide binding; note: potency is the fitted concentration of half-maximal effect; % is set by controls: 0 for no effect and ±100 for the full control effect; nearly all actives have a fitted effect of over 60% in size
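L3MBTL1 50 nM + b-AHA-H3(1-15)K9me1 75 nM, 30 min RT; compound added, 30 min RT; streptavidin donor/Ni-chelate acceptor beads 10 ug/mL each final, 30 min RT dark; AlphaScreen read.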
HTT aggregate: reduces HttQ103-GFP aggregates in PC12 cells. PC12 HttQ103-GFP aggregates, Acumen cytometry, 40 h. Potency, µM (series often up to 46.1 µM), inactives show at the highest dose activity change, negative = inhibition, actives largely listed as inhibitors. 220,000 compounds, 1.1% hits. AID 1688; note: potency is the fitted concentration of half-maximal effect; % is set by controls: 0 for no effect and ±100 for the full control effect; nearly all actives have a fitted effect of over 60% in size
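Using laser scanning cytometry, GFP-positive aggregates were counted after lysis of PC12 cells induced with 100 nM tebufenozide to express HTT exon 1 Q103–GFP. Compounds were tested in titration.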
IMPase Li inh: cell-permeable IMPase inhibitors with lithium potentiation; CHO-M1 cells, IP1 TR-FRET (IP-One), carbachol + lithium; Potency, µM (top dose mostly 59.4 µM), inactives show top-dose activity, negative = IMPase inhibition, most hits filed as inhibitors; 210,000 compounds, 0.35% hits;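 note: IP1 builds up when IMPase is blocked and the TR-FRET signal falls; potency is the fitted concentration of half-maximal effect; plate controls were basal vehicle for no effect and high inhibitor control for full effect; nearly all actives have a fitted effect of over 50% in size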
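CHO-M1, 2000 cells/well, 16–30 h culture; cpd + low Li+, 30 min 37C; lysis with d2-IP1/Eu-anti-IP1 Ab, 10 min RT; TR-FRET 665/620 ratio and 620 channel; AC50 via Hill.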
Luc counter: blocks Kinase-Glo luciferase, a counter-screen artifact; Q27757; Potency, µM (top dose mostly 38.3 µM), for inactives: at the highest dose activity change, negative = inhibition, usual class: inhibitors; 200,000 compounds, 0.28% hits; Kinase-Glo luciferase, ATP luminescence, 8 min; note: potency is the fitted concentration of half-maximal effect; % is set by controls: 0 for no effect and ±100 for the full control effect; nearly all actives have a fitted effect of over 60% in size
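Compounds were added to a substrate mix at pH 7.2 (50 mM imidazole, 10 uM ATP, within the enzyme's linear range), followed by Kinase-Glo detection reagent; luminescence was measured after 8 minutes at ambient temperature.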
NPSR antag: blocks cAMP signaling of the human neuropeptide S receptor. Q6W5P4. CHO-NPSR cells, cAMP TR-FRET, antagonist mode. Potency, µM (doses to about 38.3 µM), for inactives: at the top dose activity change, negative = inhibition, actives largely listed as inhibitors. 220,000 compounds, 1% hits; note: potency is the fitted concentration of half-maximal effect; % is set by controls: 0 for no effect and ±100 for the full control effect; nearly all actives have a fitted effect of over 50% in size; many of its hits are not listed in these tables
Target sequence (Q6W5P4 whole entry, looked up): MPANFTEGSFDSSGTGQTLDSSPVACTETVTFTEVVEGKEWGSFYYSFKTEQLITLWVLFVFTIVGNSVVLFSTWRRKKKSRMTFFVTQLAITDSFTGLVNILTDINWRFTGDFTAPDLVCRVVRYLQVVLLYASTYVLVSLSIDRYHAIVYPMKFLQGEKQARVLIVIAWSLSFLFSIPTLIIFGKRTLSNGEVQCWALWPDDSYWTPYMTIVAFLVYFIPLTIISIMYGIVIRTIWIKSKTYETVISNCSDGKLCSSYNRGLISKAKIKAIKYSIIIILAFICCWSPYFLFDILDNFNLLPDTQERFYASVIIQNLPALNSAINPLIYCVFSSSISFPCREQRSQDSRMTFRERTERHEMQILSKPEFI
An asterisk follows results filed as active; ? = inconclusive; · = not tested or not shown; [ ] = remark or other dose. Calls come from the whole dose curve; as a rule, active = well fitted curve in the direction sought with a large enough effect; inconclusive = small, poorly fitted or top-dose-only effect, or another doubt; inactive = no such curve, though single readings can be large; an effect the other way counts as inactive or inconclusive. The list is partial (hit frequency here may not be typical).

SMILES | Epigenetic derep | CBFb RUNX1 block | L3MBTL1 inh | HTT aggregate | IMPase Li inh | Luc counter | NPSR antag
Cc1cccc(Nc2nc(N)nc(CN3CCN(c4ccccc4)CC3)n2)c1 | 0.7% | -23% | -20% | 8% | 2%[38.3 µM] | -4% | -8%[46.1 µM]
O=C(Cc1ccc(Cl)c(Cl)c1)OCCN1CCCC1 | 1.1% | 8% | · | · | 8% | 0% | 4%[46.1 µM]
CC(Oc1ccc(Br)cc1)C(=O)Nn1c(=S)[nH]c2ncccc2c1=O (configuration not stated) | 0.0% | -2% | -11% | 16% | -7% | 0% | 1%
N#Cc1cc(C(=O)c2cc(F)ccc2O)cn(-c2nccs2)c1=O | -3.0% | -14% | -4% | -8% | -3% | 6% | -12%
O=C(Nc1nnc(CSCc2ccccc2F)s1)c1cccc([N+](=O)[O-])c1 | 0.0% | -16% | -7% | ? | 10% | 2% | -3%[46.1 µM]
CCN(CC1COc2ccccc2O1)C(=S)Nc1ccccc1 (configuration not stated) | 1.9% | -1% | -3% | 2% | 4%[38.3 µM] | -1% | -16%[46.1 µM]
Cc1cc(C)nc(/N=C(\N)Nc2ccc([N+](=O)[O-])cc2)n1 | -1.9% | -1% | 7% | -2% | 7% | -2% | 13%
COc1ccc(S(=O)(=O)N2CCOCC2)cc1NC(=O)CO/N=C/c1ccccc1OC(F)F | 0.0% | -1% | 20% | -8% | 6% | 0% | -3%
O=C(O)c1cc(-c2ccccc2)n(-c2ccccc2C(=O)O)n1 | -1.2% | 5% | 22% | ? | · | · | 0%[46.1 µM]
O=C1CC(c2ccc(F)cc2)SC(N(c2ccccc2)c2ccccc2)=N1 (configuration not stated) | 0.3% | 1% | -3% | 18% | 1% | -1% | -22%
CCN(Cc1cc2ccccc2[nH]c1=O)S(=O)(=O)c1ccccc1 | -1.0% | 9% | 1% | 5% | 3% | -2% | -9%[46.1 µM]
COc1cc(C2C(C(=O)c3ccc(C)o3)=C(O)C(=O)N2CCc2ccccc2)ccc1O (configuration not stated) | 0.0% | -6% | -4% | ? | -27%[38.3 µM] | -1% | -10%[46.1 µM]
CC(=O)c1cc2c(cc1NC(=O)c1ccccc1C)OCO2 | 2.3% | 4% | 12% | 1%[9.22 µM] | 2% | -6% | 1%
CCOC(=O)N1CCN(C(=O)c2csc3c2CCCCC3)CC1 | 0.9% | 0% | -8%[11.4 µM] | -4% | 19%[38.3 µM] | -1% | -8%[46.1 µM]
CCN(CC)C(=O)C(C)N(C#N)c1nc(Cl)nc(N(C)C)n1 (configuration not stated) | -8.7% | 3% | 8% | 15%[9.22 µM] | 0% | -1% | -10%
O=C(C1CCCN(S(=O)(=O)c2ccccc2)C1)N1CCCCCC1 (configuration not stated) | 9.3% | 0% | -4% | 1% | -2% | -2% | -2%
O=C(NCCc1ccccc1)c1n[nH]c2ccccc12 | -0.1% | 7% | -21%[11.4 µM] | 11% | 16% | -3% | -1%
CCN(CC(=O)Nc1ccccc1OC)CC(=O)Nc1c(Cl)ccc(C)c1Cl | 0.0% | 4% | · | -13% | 3% | -2% | -7%
COc1ccc(CC(=O)Nc2nc(-c3cccc([N+](=O)[O-])c3)cs2)cc1 | 4.3% | 5% | -2% | 47% | -1% | -3% | -3%
O=C(/C=C/c1ccco1)N(Cc1ccc(F)cc1)C1CCS(=O)(=O)C1 (configuration not stated) | 4.4% | 1% | 4% | 9%[9.22 µM] | · | · | ?

Four compounds from above, ordered by the value under Epigenetic derep, high to low.
molecule,Epigenetic derep
O=C(C1CCCN(S(=O)(=O)c2ccccc2)C1)N1CCCCCC1 (configuration not stated),9.3%
CC(=O)c1cc2c(cc1NC(=O)c1ccccc1C)OCO2,2.3%
O=C(Cc1ccc(Cl)c(Cl)c1)OCCN1CCCC1,1.1%
CCOC(=O)N1CCN(C(=O)c2csc3c2CCCCC3)CC1,0.9%

Following part
SMILES | Epigenetic derep | CBFb RUNX1 block | L3MBTL1 inh | HTT aggregate | IMPase Li inh | Luc counter | NPSR antag
O=C(NC1(C(F)(F)F)NC(=O)N(C2CCCCC2)C1=O)c1ccco1 (configuration not stated) | 2.9% | -8% | · | -2% | -6% | 8% | 10%
O=C(NCCN1CCOCC1)c1ccc(CSc2nc3ccncc3n2Cc2ccc(F)cc2)cc1 | 1.1% | 2% | · | 7% | -7% | · | 12%
CCCCN(C)CCC(=O)Nc1ccc(Cl)cc1 | 0.0% | 6% | 6% | 12% | 6% | -4% | 7%
O=C(COC(=O)c1ccc(Br)o1)NC1CCCCC1 | -0.3% | 0% | 0%[11.4 µM] | 10% | -1% | 6% | 15%
CSc1ccccc1NC(=O)N1CCC(CO)(CC2CCCCO2)CC1 (configuration not stated) | 1.0% | 3% | 9% | 3%[9.22 µM] | -2% | -2% | -10%
O=C(Nc1cccc2c1C(=O)NC2=O)c1ccccc1[N+](=O)[O-] | -1.3% | 3% | 12% | -11%[9.22 µM] | · | · | -1%
CCOC(=O)C1=C(c2ccccc2)N=C2SCC(=O)N2C1c1ccc(OC)c(OC)c1 (configuration not stated) | 0.7% | -1% | · | 15% | 14%[38.3 µM] | -2% | -15%[46.1 µM]
COc1ccccc1C(=O)Nc1nc(-c2ccc(S(=O)(=O)N3CCOCC3)cc2)cs1 | -0.8% | -4% | · | 2.5µM* | 1%[38.3 µM] | -1% | ?
Cc1c([N+](=O)[O-])c([N+](=O)[O-])nn1CC(=O)NCc1cccnc1 | -4.9% | 9% | 0% | 14%[9.22 µM] | 8% | 2% | -15%
COCCOC(=O)C1=C(C)NC(=O)N(C(C)=O)C1c1ccc(Cl)cc1 (configuration not stated) | -1.4% | 5% | 1% | 1% | -4%[38.3 µM] | -4% | -19%[46.1 µM]
CCOc1ccccc1CN1C(=O)c2ccccc2C1C(=O)NCC1CCCO1 (configuration not stated) | 0.0% | 8% | -3% | 18% | 1% | 1% | -10%[46.1 µM]
CCCCN=C1C([N+](=O)[O-])=CC=C2C1=NC1(CCCCC1)N2O | 12% | 2% | -8% | -5% | 13% | -15% | -31%
CCn1ncc([N+](=O)[O-])c1C(=O)NC1CCCCC1 | -1.2% | -11% | 16% | -9%[9.22 µM] | -3% | -2% | -9%
Cc1nc2ccccc2nc1N/N=C/c1ccc(O)cc1 | -0.4% | -6% | -18% | 10%[9.22 µM] | · | · | 6%[7.67 µM]
CCN1CCN(S(=O)(=O)c2ccc3c(c2)OCCO3)CC1 | 0.0% | 1% | · | ? | 33%[activator][38.3 µM] | 1% | -8%[46.1 µM]
CSc1ccc(Cl)c(C(=O)Nc2ccc(Cl)cn2)c1 | -6.0% | 0% | 37%[activator] | ? | 6% | -1% | 17%
CCNC(=S)NN(c1ccccc1)c1ccccc1 | -0.7% | 3% | · | -9% | 5%[38.3 µM] | -2% | 4%[46.1 µM]
CCCCNC(=O)C1CC(c2cccc(F)c2)=NO1 (configuration not stated) | -0.7% | 15% | · | -17%[9.22 µM] | · | · | 17%
O=C1CCCCCN1C(=O)c1cccc(C(=O)N2CCCCCC2=O)c1 | 1.0% | 8% | 0% | 1% | 0%[38.3 µM] | 11% | -9%[46.1 µM]
CCN1CCN(c2nc(Nc3cccc(C)c3)nc(N)c2[N+](=O)[O-])CC1 | -1.9% | 1% | -8% | 7% | -6% | 2% | 3%
O=C(N/N=C/c1ccc2c(c1)OCO2)/C(=C/c1ccc2c(c1)OCO2)NC(=O)c1ccccc1 | 0.0% | -1% | -5% | 19% | -6%[38.3 µM] | 3% | -26%[46.1 µM]
CCCCSC1(SCCCC)N=C(N)C2(C#N)C(c3ccccc3)NC(C)=C(C)C12C#N (configuration not stated) | 0.9% | -4% | -6% | -2% | -11%[38.3 µM] | -1% | -3%[46.1 µM]
Cc1ccc(NC2Sc3ccccc3NC2=O)cc1Cl (configuration not stated) | 3.8% | -2% | -12% | 6%[9.22 µM] | · | · | 6%[7.67 µM]
c1ccc2nc(-c3ccc(N4CCOCC4)cc3)ccc2c1 | -0.9% | 13% | ? | 6% | -12% | ? | 16%[46.1 µM]
COc1ccccc1-c1ccc(C(=O)O)o1 | 0.0% | 2% | · | -11% | -7%[38.3 µM] | -2% | -15%[46.1 µM]
CN(CC(=O)NCc1ccncc1)S(=O)(=O)c1ccccc1 | -1.0% | 2% | · | 9% | 24%[38.3 µM] | -4% | -1%[46.1 µM]
O=C(NCCN1CCOCC1)c1ccccc1-c1ccccc1 | -1.0% | -1% | · | -5% | 10%[38.3 µM] | -1% | 5%[46.1 µM]
COc1ccc2c(c1)CC/C(=C/c1ccco1)C2=O | -3.2% | -17% | -23% | 8% | 3% | -21% | -2%
CCCCSc1nc(C)cc(SCC(=O)N/N=C/c2cccc(OC)c2O)n1 | 1.1% | -5% | 6% | ? | 14%[38.3 µM] | -2% | ?
Cc1ccc(/C=C/c2nnc(-c3ccc(C)cc3)o2)cc1 | -0.8% | 3% | 0% | -11% | -14%[38.3 µM] | -6% | -2%[46.1 µM]
CCCCCc1c(C)c(C#N)c2nc3ccccc3n2c1-n1ccnc1C | ? | 3% | 48%[activator] | 8% | 4%[38.3 µM] | -5% | -17%[46.1 µM]
CC1C(C#N)=C(N)OC2=C1C(=O)CC(C)(C)C2 (configuration not stated) | 5.3% | -2% | 2% | 1% | -18%[38.3 µM] | -3% | -6%[46.1 µM]
Fc1ccc(-c2nc3n(n2)Cc2ccccc2-3)cc1 | -1.0% | 9% | 2% | -5% | 18%[38.3 µM] | 11µM* | -12%[46.1 µM]
COc1ccc(Cl)cc1N(CC(=O)Nc1ccccc1C(=O)NCc1ccco1)S(C)(=O)=O | 1.0% | -8% | · | 29% | 14%[38.3 µM] | 2% | -11%[46.1 µM]
CCCN1C(=O)c2cc(C(=O)NCc3cccs3)ccc2C1O (configuration not stated) | -1.0% | -4% | · | 3% | -3%[38.3 µM] | 1% | -10%[46.1 µM]
Cc1ccc(NC(=O)C(=O)NC(C)C2COc3ccccc3O2)cc1 (configuration not stated) | -2.0% | 1% | 2% | 6% | 2%[38.3 µM] | 0% | -16%[46.1 µM]
Cc1nn(C)cc1CN(C)C(=O)c1cc2nc(-c3ccco3)cc(C(F)(F)F)n2n1 | -0.7% | 4% | 4% | 22% | · | · | 4%[46.1 µM]
Cc1occc1C(=O)N/N=C/c1cnn(C)c1C | 0.9% | 14% | 7% | 3% | 22% | -28% | -6%[46.1 µM]
